M4 ag: agonists of human muscarinic M4 receptor (CHRM4) | CHO-K1 hM4/Gqi5, Fluo-8 calcium fluorescence; vehicle 0%, full acetylcholine response 100% | activation, % at 3 µM | 360,000 tested, 0.14% active;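 active = activation above the run mean over all test wells plus 3 SD, cut at about 32% in these data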;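 note: peak over basal fluorescence ratio per well then scaled between controls; 0% = DMSO wells and 100% = acetylcholine at EC100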
Target sequence (P08173 whole entry, looked up): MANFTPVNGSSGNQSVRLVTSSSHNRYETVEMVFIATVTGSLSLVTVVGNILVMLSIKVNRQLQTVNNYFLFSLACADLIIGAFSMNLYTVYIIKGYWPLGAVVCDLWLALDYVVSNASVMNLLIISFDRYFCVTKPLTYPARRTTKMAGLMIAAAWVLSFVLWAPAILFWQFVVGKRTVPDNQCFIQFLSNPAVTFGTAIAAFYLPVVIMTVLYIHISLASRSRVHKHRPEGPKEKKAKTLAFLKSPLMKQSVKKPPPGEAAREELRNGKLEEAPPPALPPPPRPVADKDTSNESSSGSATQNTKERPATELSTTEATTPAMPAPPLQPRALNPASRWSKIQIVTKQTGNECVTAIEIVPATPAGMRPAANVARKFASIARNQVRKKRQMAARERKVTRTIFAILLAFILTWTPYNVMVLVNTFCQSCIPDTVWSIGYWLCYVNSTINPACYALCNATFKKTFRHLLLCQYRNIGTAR
CHO-K1 Ca PAM: nonselective activator or artifact in parental CHO-K1 calcium assay; ATP EC20, Fluo-8 calcium fluorescence; 0% at ATP EC20, 100% at ATP max; activation, % at 3 µM; 360,000 tested, 0.02% active;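 active = activation above the run cutoff, the mean activation of all test compounds plus 3 SD, cut at about 40% in these data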;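 note: peak over basal fluorescence ratio in a 140 s read after ATP addition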
CHO-K1 Ca antag: counter-screen for M1 antagonists: effect in parental CHO-K1 cells; inhibition, % at 3 µM; 360,000 tested, 0.6% active; AID 602250; ATP-induced calcium, Fluo-8 fluorescence;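 active = inhibition above a per-plate cutoff, the plate's mean sample inhibition plus 3 SD, cut at about 24% in these data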;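 note: 0% = DMSO plus EC80 ATP and 100% = DMSO alone without ATP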
CHRM5 PAM: CHRM5 positive allosteric modulation. 360,000 tested, 0.3% active. CHO-K1 hM5, Fluo-8 calcium, ACh EC20 PAM; 0% = ACh EC20, 100% = ACh EC100. P08912. activation, % at 3 µM;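 active = activation above the run cutoff, the mean activation of all test compounds plus 3 SD, cut at about 18% in these data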
Target sequence (P08912 whole entry, looked up): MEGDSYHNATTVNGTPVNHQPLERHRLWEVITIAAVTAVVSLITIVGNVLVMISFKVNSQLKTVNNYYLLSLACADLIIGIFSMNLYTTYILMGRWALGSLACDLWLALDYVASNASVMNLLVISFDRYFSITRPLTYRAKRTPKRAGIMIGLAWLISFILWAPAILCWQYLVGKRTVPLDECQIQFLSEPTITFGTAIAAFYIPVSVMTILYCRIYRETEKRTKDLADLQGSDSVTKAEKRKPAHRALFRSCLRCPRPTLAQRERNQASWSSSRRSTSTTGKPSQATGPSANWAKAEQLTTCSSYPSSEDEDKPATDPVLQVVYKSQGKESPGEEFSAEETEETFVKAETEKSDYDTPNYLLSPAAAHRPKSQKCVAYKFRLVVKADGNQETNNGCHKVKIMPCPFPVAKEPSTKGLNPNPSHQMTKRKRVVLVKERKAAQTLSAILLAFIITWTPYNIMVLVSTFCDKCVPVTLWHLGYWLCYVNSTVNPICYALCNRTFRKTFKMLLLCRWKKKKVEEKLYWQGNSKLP
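System: CHO-K1 cell line with stable human muscarinic M5 receptor expression | Also added: EC20 acetylcholine as agonist stimulus | Compound: One concentration, 3 µM final (nominal) | Timing: Fluo-8 loading 80 min at 37 °C plus 30 min room temperature | Measured by: Fluo-8 calcium dye fluorescence, kinetic read | Read-out basis: % activation, ACh-normalized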
M1 ag parental: M1 agonist counterscreen hit in parental CHO-K1 cells. Fluo-8 calcium fluorescence; scaled to maximal ATP response, vehicle zero. 360,000 tested, 0.48% active. activation, % at 3 µM. AID 602248; in the data active = activation above about 15%;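 note: untransfected CHO-K1 host cells lacking M1 receptor as counterscreen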
M4 antag: antagonists of human muscarinic M4 receptor (CHRM4) | P08173 | CHO-hM4 cells, ACh EC80, Fluo-8 calcium fluorescence | inhibition, % at 3 µM | 360,000 tested, 0.73% active;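 active = inhibition above its plate's cutoff, the mean inhibition of sample wells plus 3 SD, cut at about 27% in these data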;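 note: 0% = acetylcholine EC80 with DMSO and 100% = DMSO without agonist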
M5 ag: CHRM5 agonism in calcium assay | P08912 | activation, % at 3 µM | AID 624037 | 360,000 tested, 0.19% active | CHO-K1 hM5 cells, Fluo-8 calcium fluorescence; 0% DMSO wells, 100% maximal acetylcholine response;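 active = activation above the run's mean over test compounds plus 3 SD, cut at about 23% in these data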;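 note: signal is peak over basal fluorescence ratio across the kinetic read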
CHRM4 PAM: CHRM4 positive allosteric modulation. CHO-K1 hM4/Gqi5, Fluo-8 calcium fluorescence, ACh EC20; 0% = ACh EC20, 100% = maximal ACh. activation, % at 3 µM. 360,000 tested, 0.4% active;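 active = activation above its plate's cutoff, the mean activation of sample wells plus 3 SD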; note: some results filed as inactive read as strong as hits
CHRM5 antagonist: antagonists of human muscarinic M5 receptor (CHRM5); inhibition, % at 3 µM; 360,000 tested, 0.59% active; AID 624040; CHO-hM5 cells, Fluo-8 calcium fluorescence, ACh EC80;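 active = inhibition above a per-plate cutoff, the mean of that plate's test compounds plus 3 SD, cut at about 27% in these data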;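 note: 0% = acetylcholine EC80 with DMSO and 100% = DMSO without agonist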
Active calls of the source: *. Random draw from the library. About 2.7% of those tested had a hit in this group.

SMILES | M4 ag | CHO-K1 Ca PAM | CHO-K1 Ca antag | CHRM5 PAM | M1 ag parental | M4 antag | M5 ag | CHRM4 PAM | CHRM5 antagonist
Cn1cnc2cc(NCc3ccccc3O)ccc21 | 2 | -8 | 8 | 6 | 0.7 | 3 | -20 | -10 | -2
CCCCCN(C(=O)CCC(=O)OCc1cccc(C)c1)c1c(N)n(CCCC)c(=O)[nH]c1=O | 1 | -13 | 7 | -1 | 0.5 | 0 | 0 | 5 | 5
NC(=O)Nc1n[nH]c(-c2ccccc2)n1 | 2 | -3 | -15 | 6 | 1.9 | -6 | -1 | 6 | -4
CCOc1cc(S(=O)(=O)NCC2OCCc3ccccc32)c(OCC)cc1-n1cnnn1 (centres undefined) | 0 | 5 | -5 | 3 | -0.1 | -3 | -1 | 4 | -9
CC(=O)Nc1nn(C)c2nc(C)cc(C)c12 | 1 | 12 | -12 | 3 | 0.5 | 8 | 1 | 0 | 4
COc1cc(C(=O)Nc2ccc(OCC(=O)N3CCOCC3)cc2C)cc(OC)c1OC | 1 | -10 | -6 | 2 | 0.1 | -6 | 1 | 4 | 2
Cc1cc(-n2nc(C)cc2C)nc(NS(=O)(=O)c2ccccc2)n1 | 1 | 17 | -9 | 1 | 0.6 | -7 | -1 | 8 | -2
CCc1nc2ccccc2c(=O)n1/N=C/c1ccc(OC)cc1 | 11 | 17 | -17 | -9 | 3.9 | -6 | -3 | -14 | 11
COc1ccccc1N1CCN(C(=O)C2CCN(S(=O)(=O)c3ccc4c(c3)CC(C)N4C(=O)C3CC3)CC2)CC1 (centres undefined) | 18 | -21 | 22 | -9 | 10 | 15 | 8 | -13 | 10
O=C(C=Cc1ccc(Cl)s1)c1ccc(Cl)s1 | 0 | -14 | 4 | 0 | -0.3 | -1 | 3 | 4 | 0
CN(C)S(=O)(=O)c1cccc(NC(=O)c2cc(-c3cccs3)nn2-c2cccc(Cl)c2)c1 | 2 | 5 | -6 | -11 | 0.7 | 2 | -1 | -9 | 7
Cc1cccc(C)c1NC(=O)CSc1ncnc2nc[nH]c12 | 2 | -3 | -14 | 0 | 0.6 | -4 | 1 | 2 | 0
CCOC(=O)CCC(=O)Nc1ccc(S(=O)(=O)N2CCC(C)CC2)cc1 | 3 | 23 | -9 | -3 | 1.1 | 2 | 0 | 2 | 2
CCOC(=O)[C@]12CCC=C1N(Cc1cccc3ccccc13)C(=O)[C@H](CC(=O)NCCCN1CCCC1=O)C2 | 0 | 14 | -30 | 4 | 0.2 | -8 | -1 | 18 | -5
O=C(NC1CCCCC1)C(c1ccccc1)N(Cc1ccc2c(c1)OCO2)C(=O)c1cnsn1 (centres undefined) | 0 | -1 | 13 | 3 | -0.4 | 2 | -6 | 4 | 6
COc1ccc2oc(C(F)(F)C(F)F)cc(=O)c2c1 | 0 | -3 | -5 | 3 | -0.5 | 1 | -7 | -1 | -12
CC(=O)[C@H]1[C@H](CCc2ccccc2)NC(=O)N(Cc2ccccc2)[C@@H]1C | 2 | 12 | -10 | -2 | 1.3 | 2 | 5 | 3 | 14
O=C(O)c1cccc(CN2C(=O)c3ccccc3C2=O)c1 | 1 | -11 | 11 | -2 | -0.6 | 6 | -1 | -3 | 14
O=C(NCCCN1CCOCC1)c1onc(CSc2nc3ccccc3[nH]2)c1C(=O)NCCCN1CCOCC1 | 0 | 11 | -12 | 3 | 1.6 | 6 | 0 | -1 | 10
Cc1ccc(C(=O)N[C@H](C(=O)OCc2cc(=O)n3c(n2)sc2ccccc23)C(C)C)cc1 | 6 | 10 | -5 | -12 | 6.5 | -9 | -2 | -14 | 2
O=S(=O)(NCC(c1ccc2c(c1)OCO2)N1CCOCC1)c1ccccc1 (centres undefined) | 1 | 5 | -15 | 3 | 1.2 | 4 | 1 | 1 | -2
O=C(CNC(=O)c1cccc(F)c1)NC1CC1 | 1 | 7 | -9 | 17 | 0.5 | -9 | 2 | 4 | 1
COc1ccc(-c2ccc(CN3C(CC(C)C)C(=O)N(Cc4cn(CC5CCCCC5)nn4)CCS3(=O)=O)cc2)cc1OC (centres undefined) | 1 | 13 | -8 | 3 | 1.6 | -13 | 0 | 1 | -3
O=C(NCCC1=CCCCC1)C1CCN(S(=O)(=O)c2cnc[nH]2)CC1 | 1 | -3 | 3 | -3 | 0.2 | -3 | -3 | -2 | -5
Cc1ccc(CN2CC34C=CC(O3)C(C(=O)NCc3ccco3)C4C2=O)cc1 (centres undefined) | 0 | 7 | -9 | 5 | 0.2 | -3 | -7 | 2 | -1
Cc1cccc(N(CC(=O)NC(C)C)C(=O)CCC(=O)Nc2ccccn2)c1 | 0 | 23 | -2 | -1 | 8.3 | -1 | 0 | 0 | -1
CC(=O)CC(C)(C)S(=O)(=O)c1ccc(Oc2ccc(S(=O)(=O)C(C)(C)CC(C)=O)cc2)cc1 | 14 | 6 | 2 | -11 | 5.9 | 7 | 5 | -3 | 7
CSc1ccccc1NC(=O)CN1CC(C)OC(C)C1 (centres undefined) | 3 | 13 | -18 | 4 | 1.9 | -3 | 1 | 7 | 7
COc1ccc(C(=O)NC2CC2)cc1OC1CCN(Cc2ccccc2F)CC1 | 2 | 2 | -6 | -8 | 0.9 | -8 | -6 | -5 | -2
CCOC(=O)c1c(-c2ccccc2)oc2ccc(O)c(CN3CCCC3)c12 | 1 | -3 | 6 | 0 | 0.0 | 0 | -1 | -8 | -4
COc1cc(C)c(N(C(C)=O)c2ccccc2)c(C)c1 | 1 | 7 | -5 | 0 | 0.0 | -1 | -4 | -2 | -4
c1ccc(-n2nnc(-c3nccs3)n2)cc1 | 0 | 11 | -11 | 5 | 1.6 | 3 | 2 | 7 | 4
C/C(CC(=O)Nc1ccc(Cl)cc1C(F)(F)F)=N\NC(=O)c1cccs1 | 1 | 15 | -4 | -6 | 2.3 | -4 | -3 | -9 | 7
COc1ccc(COCC(O)CN(Cc2ccco2)Cc2ccccc2O)cc1 (centres undefined) | 1 | 18 | 0 | -4 | 1.4 | 2 | 0 | 6 | 4
Nc1cc(Cl)ccc1C(=O)OCC(=O)NC(=O)NCc1ccccc1 | 2 | 16 | -9 | -2 | 0.3 | -12 | 1 | 4 | -2
CC(C)(C)N(Cc1ccccc1)C(=O)COC(=O)c1ccc(S(=O)(=O)N2CCOCC2)cc1 | 6 | 16 | -17 | -2 | 2.7 | -5 | 3 | -2 | 15
COc1ccccc1CN1[C@@H](CC(C)=O)c2cc(C(F)(F)F)ccc2S1(=O)=O | 3 | 2 | -15 | 1 | 0.6 | 3 | 3 | -1 | 9
Cn1cc(P(=S)(N2CCOCC2)N2CCOCC2)cc1P(=O)(N1CCOCC1)N1CCOCC1 | 0 | 6 | -11 | 5 | 0.8 | -2 | 1 | 1 | 2
CC1N=C(N)C(c2nc3ccccc3n2C)=C1O (centres undefined) | 0 | 12 | 0 | 2 | 0.2 | 1 | -2 | -3 | -4
Cn1c(N)c(C(=O)COC(=O)Cc2cccc(C(F)(F)F)c2)c(=O)n(C)c1=O | 3 | 13 | -14 | -4 | 3.1 | 5 | -2 | -3 | 5

For convenience, 12 of the compounds above.
SMILES | M4 ag | CHO-K1 Ca PAM | CHO-K1 Ca antag | CHRM5 PAM | M1 ag parental | M4 antag | M5 ag | CHRM4 PAM | CHRM5 antagonist
Cc1ccc(C(=O)N[C@H](C(=O)OCc2cc(=O)n3c(n2)sc2ccccc23)C(C)C)cc1 | 6 | 10 | -5 | -12 | 6.5 | -9 | -2 | -14 | 2
O=S(=O)(NCC(c1ccc2c(c1)OCO2)N1CCOCC1)c1ccccc1 (centres undefined) | 1 | 5 | -15 | 3 | 1.2 | 4 | 1 | 1 | -2
O=C(CNC(=O)c1cccc(F)c1)NC1CC1 | 1 | 7 | -9 | 17 | 0.5 | -9 | 2 | 4 | 1
COc1ccc(-c2ccc(CN3C(CC(C)C)C(=O)N(Cc4cn(CC5CCCCC5)nn4)CCS3(=O)=O)cc2)cc1OC (centres undefined) | 1 | 13 | -8 | 3 | 1.6 | -13 | 0 | 1 | -3
O=C(NCCC1=CCCCC1)C1CCN(S(=O)(=O)c2cnc[nH]2)CC1 | 1 | -3 | 3 | -3 | 0.2 | -3 | -3 | -2 | -5
Cc1ccc(CN2CC34C=CC(O3)C(C(=O)NCc3ccco3)C4C2=O)cc1 (centres undefined) | 0 | 7 | -9 | 5 | 0.2 | -3 | -7 | 2 | -1
Cc1cccc(N(CC(=O)NC(C)C)C(=O)CCC(=O)Nc2ccccn2)c1 | 0 | 23 | -2 | -1 | 8.3 | -1 | 0 | 0 | -1
CC(=O)CC(C)(C)S(=O)(=O)c1ccc(Oc2ccc(S(=O)(=O)C(C)(C)CC(C)=O)cc2)cc1 | 14 | 6 | 2 | -11 | 5.9 | 7 | 5 | -3 | 7
CSc1ccccc1NC(=O)CN1CC(C)OC(C)C1 (centres undefined) | 3 | 13 | -18 | 4 | 1.9 | -3 | 1 | 7 | 7
COc1ccc(C(=O)NC2CC2)cc1OC1CCN(Cc2ccccc2F)CC1 | 2 | 2 | -6 | -8 | 0.9 | -8 | -6 | -5 | -2
CCOC(=O)c1c(-c2ccccc2)oc2ccc(O)c(CN3CCCC3)c12 | 1 | -3 | 6 | 0 | 0.0 | 0 | -1 | -8 | -4
COc1cc(C)c(N(C(C)=O)c2ccccc2)c(C)c1 | 1 | 7 | -5 | 0 | 0.0 | -1 | -4 | -2 | -4

Additional entries.
SMILES | M4 ag | CHO-K1 Ca PAM | CHO-K1 Ca antag | CHRM5 PAM | M1 ag parental | M4 antag | M5 ag | CHRM4 PAM | CHRM5 antagonist
CCC1(CC)Cc2ccccc2C2=C(C(=O)N3CCCCC3)C(=O)C(=O)N21 | 11 | 25 | -18 | -10 | 4.9 | 1 | 1 | -4 | 5
O=c1oc2ccccc2cc1-c1csc(Cc2nc(-c3ccc(Cl)cc3)cs2)n1 | 1 | 0 | -8 | -1 | 0.2 | 1 | -2 | -3 | 2
CC(C)(C)C(=O)NC1(C(F)(F)F)NC(=O)N(CCc2ccccc2)C1=O (centres undefined) | 1 | -10 | -6 | -2 | 0.8 | -12 | 0 | 7 | -4
S=c1[nH]c2ccccc2n1Cc1ccccc1 | 3 | -7 | -3 | -11 | 3.1 | -11 | 5 | -8 | -7
COc1ccc(C(=O)NCC(O)CN2CCOCC2)cc1[N+](=O)[O-] (centres undefined) | 0 | 11 | -8 | 4 | -0.1 | 1 | 1 | 3 | -3
Cc1ccc(-c2nnc(SCC(=O)O)n2N)cc1 | 0 | 14 | -5 | 3 | 0.4 | -1 | -1 | 0 | 7
CCCCNC(=O)c1onc(CSc2cc(C)cc(C)c2)c1C(=O)O | 1 | 9 | -14 | 3 | 0.1 | 3 | 2 | 6 | -1
Cc1noc(C)c1S(=O)(=O)Nc1cccc(C(F)(F)F)c1 | 6 | 0 | 6 | 1 | 1.2 | -13 | 0 | 3 | -3
CNC(=O)C(=O)Nc1c(O)c2ccccc2[nH]c1=O | 0 | 6 | -3 | -3 | 0.9 | 5 | -2 | -7 | 9
COCCNc1nc(NCCOc2ccccc2Cl)c2sc(-c3ccccc3)cc2n1 | 2 | 17 | -4 | -2 | 1.3 | 0 | -1 | -2 | 7
O=C(CN1CCN(c2ccc(O)cc2)CC1)Nc1cc([N+](=O)[O-])ccc1Cl | 0 | 5 | -6 | -4 | 0.3 | 6 | -3 | -3 | 2

Screening data: PubChem BioAssay, The Scripps Research Institute Molecular Screening Center
